# COUP-TFII inh = blocks human COUP-TFII nuclear receptor; hit rate 0.7% among 370,000; inhibition, % at 8.6 µM; HEK293T NGFI-A luciferase reporter, luminescence; P24468;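 active means inhibition above a per-plate cutoff, mean inhibition of test wells between control levels plus 3 SD, cut at about 38% in these data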;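 further: cells cotransfected with COUP-TFII expression vector driving the NGFI-A reporter; 0% = median of COUP-TF2 test wells and 100% = reporter-only cells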
# SRC2 inh = inhibits human steroid receptor coactivator 2; Q15596; HEK293 GAL4-SRC2 luciferase reporter, luminescence; inhibition, % at 9 µM; hit rate 0.17% among 370,000;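 active means inhibition above the mean inhibition of all tested compounds plus 3 SD, set per campaign, cut at about 52% in these data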;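 further: 0% = DMSO treated cells and 100% = cells given Gossypol at 36 µM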
# Target sequence (Q15596 whole entry, looked up, the tested form may be a part): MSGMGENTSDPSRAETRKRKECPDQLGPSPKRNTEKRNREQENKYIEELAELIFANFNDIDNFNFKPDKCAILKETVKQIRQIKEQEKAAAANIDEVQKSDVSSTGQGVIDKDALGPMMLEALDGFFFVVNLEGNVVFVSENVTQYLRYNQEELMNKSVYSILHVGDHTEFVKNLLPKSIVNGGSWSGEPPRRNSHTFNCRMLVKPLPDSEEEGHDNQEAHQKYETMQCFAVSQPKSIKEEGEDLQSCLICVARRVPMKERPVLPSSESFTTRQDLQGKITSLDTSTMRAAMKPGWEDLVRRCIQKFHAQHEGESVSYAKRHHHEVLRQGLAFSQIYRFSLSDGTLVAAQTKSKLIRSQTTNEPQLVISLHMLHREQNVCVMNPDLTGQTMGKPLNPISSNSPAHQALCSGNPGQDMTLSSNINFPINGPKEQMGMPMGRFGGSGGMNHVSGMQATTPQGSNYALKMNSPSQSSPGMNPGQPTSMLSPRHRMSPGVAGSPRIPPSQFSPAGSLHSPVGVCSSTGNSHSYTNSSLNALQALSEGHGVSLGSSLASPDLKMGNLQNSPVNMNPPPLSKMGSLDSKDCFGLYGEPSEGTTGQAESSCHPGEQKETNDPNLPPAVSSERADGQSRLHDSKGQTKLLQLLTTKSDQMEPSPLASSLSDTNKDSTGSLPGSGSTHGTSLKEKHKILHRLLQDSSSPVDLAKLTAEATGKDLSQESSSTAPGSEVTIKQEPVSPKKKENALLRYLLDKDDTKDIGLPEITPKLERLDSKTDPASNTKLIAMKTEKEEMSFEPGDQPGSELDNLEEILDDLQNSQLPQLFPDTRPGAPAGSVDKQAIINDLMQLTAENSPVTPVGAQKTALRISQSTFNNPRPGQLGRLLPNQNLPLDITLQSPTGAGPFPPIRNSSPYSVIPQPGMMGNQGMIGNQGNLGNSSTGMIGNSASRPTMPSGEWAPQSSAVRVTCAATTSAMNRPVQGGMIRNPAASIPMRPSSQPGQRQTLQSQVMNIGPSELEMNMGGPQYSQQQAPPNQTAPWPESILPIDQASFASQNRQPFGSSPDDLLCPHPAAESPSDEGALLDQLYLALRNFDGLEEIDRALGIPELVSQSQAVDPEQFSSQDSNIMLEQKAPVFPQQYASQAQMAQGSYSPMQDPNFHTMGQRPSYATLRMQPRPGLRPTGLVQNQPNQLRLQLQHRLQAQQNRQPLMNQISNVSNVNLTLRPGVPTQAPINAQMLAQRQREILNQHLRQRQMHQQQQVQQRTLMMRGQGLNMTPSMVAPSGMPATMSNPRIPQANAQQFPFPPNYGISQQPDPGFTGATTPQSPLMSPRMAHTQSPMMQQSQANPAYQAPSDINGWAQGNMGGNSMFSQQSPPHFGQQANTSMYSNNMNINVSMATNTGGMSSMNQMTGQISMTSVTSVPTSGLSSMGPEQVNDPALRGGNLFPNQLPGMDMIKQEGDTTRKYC
# * = called active by the depositor. An excerpt; the hit share may differ from the screen's.
1: C=CCN(C(=O)[C@@H](C)[C@@H](O)c1ccc(Cl)cc1)c1ccccc1
2: COC(=O)[C@]12C[C@H](CC(=O)NCCc3ccccc3OC)C(=O)N(CCc3ccc(OC)c(OC)c3)C1=C[C@H](C(C)C)O[C@@H]2C1CC1
3: CCOC(=O)CC1(O)CSc2nc(N)cc(=O)n21 (centres undefined)
4: Nn1c(SCC(=O)Nc2ccc(S(=O)(=O)Nc3nccs3)cc2)nnc1-c1ccco1
5: C=CCn1c(SCC(=O)OC(C)C)nnc1-c1ccc(C)cc1
6: Cc1cc(N2CCNC[C@H]2C)ccc1N1CCS(=O)(=O)CC1
7: CSc1c(N(C)C)c(=O)c1=S
8: Cc1c2cnn(CC(=O)Nc3c(F)c(F)cc(F)c3F)c(=O)c2c(C)n1Cc1ccc(F)cc1
9: CC1CCCN(C(=O)C2CCN(CCCc3ccccc3)CC2)C1 (centres undefined)
10: O=[N+]([O-])c1ccccc1S(=O)(=O)Nc1cccc2cccnc12

Screen / compound no.	1	2	3	4	5	6	7	8	9	10
COUP-TFII inh	-14	-13	4	-4	-24	5	13	1	2	-2
SRC2 inh	-19	-1	20	-21	6	2	-20	13	10	-66

11: C[C@@H]1CN([C@@H](C)CO)C(=O)CCCn2cc(nn2)CO[C@H]1CN(C)C(=O)Nc1ccc2c(c1)OCO2
12: O=C(CSc1nc2ccccc2nc1N1CCOCC1)N1CCN(c2cccc(C(F)(F)F)c2)CC1
13: O=C(N[C@@H](Cc1cccnc1)C(=O)N1CCC[C@H]1C(=O)NCCc1ccccc1Cl)c1ccc(Cl)cc1Cl
14: CCN(CC)C(=O)CC[C@@H]1CC[C@]2(CCCN(Cc3ccc(Cl)cc3)C2)O1
15: COc1cccc(C(=O)N2CCC[C@@H]2C(=O)N2CCC[C@@H]2C(=O)NCc2ccccc2)c1
16: COC(=O)C[C@@H]1CC[C@@H]2[C@@H](COc3ccc(NC(C)=O)cc3C(=O)N2C)O1
17: CCOC(=O)C1=CCN(S(C)(=O)=O)C1c1ccc(Cl)cc1 (centres undefined)
18: C=CCc1cccc2cc(C(=O)Nc3cccc(C(=O)O)c3)c(=O)oc12
19: O=C(/C=C(\Nc1ccc(Br)c(F)c1)c1ccccc1)c1ccccc1
20: CCOC(=O)[C@@]12CCCC=C1N(CCc1ccc(Cl)cc1)C(=O)[C@H]2CC(=O)NCc1ccc(OC)c(OC)c1

Screen / compound no.	11	12	13	14	15	16	17	18	19	20
COUP-TFII inh	18	16	6	-6	-6	5	26	14	9	-1
SRC2 inh	-20	11	16	-4	-21	1	14	-12	-3	-18

# From no. 5 up to 20, as listed above:
5: C=CCn1c(SCC(=O)OC(C)C)nnc1-c1ccc(C)cc1
6: Cc1cc(N2CCNC[C@H]2C)ccc1N1CCS(=O)(=O)CC1
7: CSc1c(N(C)C)c(=O)c1=S
8: Cc1c2cnn(CC(=O)Nc3c(F)c(F)cc(F)c3F)c(=O)c2c(C)n1Cc1ccc(F)cc1
9: CC1CCCN(C(=O)C2CCN(CCCc3ccccc3)CC2)C1 (centres undefined)
10: O=[N+]([O-])c1ccccc1S(=O)(=O)Nc1cccc2cccnc12
11: C[C@@H]1CN([C@@H](C)CO)C(=O)CCCn2cc(nn2)CO[C@H]1CN(C)C(=O)Nc1ccc2c(c1)OCO2
12: O=C(CSc1nc2ccccc2nc1N1CCOCC1)N1CCN(c2cccc(C(F)(F)F)c2)CC1
13: O=C(N[C@@H](Cc1cccnc1)C(=O)N1CCC[C@H]1C(=O)NCCc1ccccc1Cl)c1ccc(Cl)cc1Cl
14: CCN(CC)C(=O)CC[C@@H]1CC[C@]2(CCCN(Cc3ccc(Cl)cc3)C2)O1
15: COc1cccc(C(=O)N2CCC[C@@H]2C(=O)N2CCC[C@@H]2C(=O)NCc2ccccc2)c1
16: COC(=O)C[C@@H]1CC[C@@H]2[C@@H](COc3ccc(NC(C)=O)cc3C(=O)N2C)O1

Screen / compound no.	5	6	7	8	9	10	11	12	13	14	15	16
COUP-TFII inh	-24	5	13	1	2	-2	18	16	6	-6	-6	5
SRC2 inh	6	2	-20	13	10	-66	-20	11	16	-4	-21	1

17: CCOC(=O)C1=CCN(S(C)(=O)=O)C1c1ccc(Cl)cc1 (centres undefined)
18: C=CCc1cccc2cc(C(=O)Nc3cccc(C(=O)O)c3)c(=O)oc12
19: O=C(/C=C(\Nc1ccc(Br)c(F)c1)c1ccccc1)c1ccccc1
20: CCOC(=O)[C@@]12CCCC=C1N(CCc1ccc(Cl)cc1)C(=O)[C@H]2CC(=O)NCc1ccc(OC)c(OC)c1

Screen / compound no.	17	18	19	20
COUP-TFII inh	26	14	9	-1
SRC2 inh	14	-12	-3	-18

# Further entries follow.
21: COC(=O)c1cc(-c2ccc(C(C)(C)C)cc2)c(=O)n2c1CCC2
22: CC(=O)O[C@@H]1CCC[C@@]2(C(=O)N(Cc3ccccc3)c3ccc(-c4c(C)noc4C)cc32)[C@H]1NC(=O)CCc1ccccc1
23: Cc1ccccc1CN1CCCCC(NC(=O)c2cccc(C(F)(F)F)c2)C1=O (centres undefined)
24: COC(=O)C1=C(C)N(C)C(=NCc2ccc(C(F)(F)F)cc2)NC1c1ccc(Cl)cc1 (centres undefined)
25: CC1CCN(c2ccc(C(=O)O)cc2NS(=O)(=O)c2ccccc2)CC1
26: CC(=O)NC1CCCCN(Cc2ccc(Cl)cc2)C1=O (centres undefined)
27: COC(=O)C1=C(C)N(C)C(=NCc2cc(OC)c(OC)c(OC)c2)NC1c1cccc(C(F)(F)F)c1 (centres undefined)
28: CCC(C)CNC(=O)CSc1nnc(-c2cccnc2)n1C1CCCCC1 (centres undefined)
29: CCCCCCCCN1C(=O)[C@@H](CC(=O)NCc2cccs2)C[C@@]2(C(=O)OC)C1=C[C@H](COCc1ccccc1)O[C@@H]2C
30: Cc1cc(C)c2nc(N(CCCN(C)C)C(=O)c3ccc4c(c3)CCCC4)sc2c1

Screen / compound no.	21	22	23	24	25	26	27	28	29	30
COUP-TFII inh	7	-2	16	-10	23	-18	3	-6	2	8
SRC2 inh	12	-5	16	4	1	-60	-9	-6	16	19

31: COC(=O)C1=C(C)N(Cc2ccc(Br)cc2)C(=S)NC1c1cccc(OC)c1 (centres undefined)
32: C[C@@H]1ON(C)[C@H]2C[C@H]3c4cc(-c5ccc(F)cc5)ccc4CCN3C[C@@H]12
33: Cn1cccc1C(=O)N1CCN(S(=O)(=O)c2ccc(Br)s2)CC1
34: COC(=O)[C@]12C[C@H](CC(=O)NCc3cccc4ccccc34)C(=O)N(Cc3cccc4ccccc34)C1=C[C@H](C(C)C)O[C@@H]2C1CC1
35: O=C(OC12CCCN(C1)/C(=C/c1cccnc1)C2)c1ccco1 (centres undefined)
36: C#Cc1cccc(OC[C@@H](O)CN2CCC(C(O)(c3ccccc3)c3ccccc3)CC2)c1
37: CCOC(=O)C1=C(C(=O)OCC)C2N(Cc3ccc(Br)cc3)c3ccccc3[C@@]23C[C@@H](C(=O)OC)N(S(=O)(=O)c2ccc(F)cc2)C3=N1 (some centres undefined)
38: COC(=O)c1cc2c(c3c4cc(C)ccc4n(S(=O)(=O)c4ccc(C)cc4)c13)C(=O)N(Cc1ccccc1OC)C2
39: CC(C)(C)C1=Nn2c(nnc2-c2ccc(C(C)(C)C)cc2)SC1
40: COc1cccc(CNC(=O)[C@H]2CCCN2C(=O)C2CCCN2C(=O)c2ccc(OC)c(F)c2)c1 (some centres undefined)

Screen / compound no.	31	32	33	34	35	36	37	38	39	40
COUP-TFII inh	13	-8	-5	-2	-8	-8	-4	10	10	-1
SRC2 inh	20	-17	-5	22	24	11	8	-2	5	-7

41: C[C@@H]1CN([C@@H](C)CO)C(=O)CCCn2cc(nn2)CO[C@H]1CN(C)C(=O)Nc1ccc(-c2cccs2)cc1
42: CCOc1cccc(C2c3c(oc4ccccc4c3=O)C(=O)N2c2ccccn2)c1 (centres undefined)
43: CC(=O)N1CCc2cc(Br)c(S(=O)(=O)NCc3ccc(Cl)cc3)cc21
44: Cc1[nH]c2ccccc2c1CCCO
45: O=C(CSc1nnc(COc2ccccc2)n1-c1ccc(Cl)cc1)Nc1ccc2c(c1)OCO2
46: COC(=O)c1c(NC(=O)CN2CCC(C)CC2)c2c(C)cccc2n1C
47: O=S1(=O)c2ccc(Br)cc2OC[C@@H](Cc2ccccc2)N1Cc1cn(Cc2ccc(C(F)(F)F)cc2)nn1
48: COC(=O)C1=C(C)N(Cc2ccccc2C(F)(F)F)C(=NCc2ccc(C(F)(F)F)cc2)NC1CCc1ccccc1 (centres undefined)
49: COc1ccccc1C(=O)NC1CCCCN(Cc2ccccc2C)C1=O (centres undefined)
50: CCCCCCCCN1C(=O)[C@@H](CC(=O)NCC23CC4CC(CC(C4)C2)C3)C[C@@]2(C(=O)OC)C1=C[C@H](C(C)C)O[C@@H]2C1CC1

Screen / compound no.	41	42	43	44	45	46	47	48	49	50
COUP-TFII inh	-1	-50	-3	-11	7	11	-6	5	11	9
SRC2 inh	-8	-15	-22	-4	-12	5	11	0	-5	5

51: C[C@H]1COc2cc(N3CCCCC3)ccc2S(=O)(=O)N1
52: Cc1ccc(OCc2nnc(SCC(=O)c3ccc4ccccc4c3)n2-c2ccc(Cl)cc2)cc1
53: O=C(C1CCCN1S(=O)(=O)c1ccc([N+](=O)[O-])cc1)N1CCc2ccccc2C1 (centres undefined)
54: Cc1cccc(-c2cccc3c4c([nH]c23)[C@@H]2C[C@H](N(C)C(=S)NCCc3ccccc3)[C@H]([C@H](C)O)CN2CC4)c1
55: CCCN(CC1CC1)c1nc(C)nc2c1nnn2Cc1ccccc1
56: Cc1ccccc1C(=O)N[C@H](C(=O)N1CCC[C@H]1C(=O)NC1CCCC1)c1ccccc1
57: O=S1(=O)c2c(cccc2N2CCC[C@@H]2CO)OCCCN1C1CC1
58: CC(C)C[C@H]1COc2cccc(N3CCSCC3)c2S(=O)(=O)N1C
59: O=C(CSc1nc2ccccc2c(=O)n1-c1ccc(Cl)cc1)NNC(=S)Nc1ccccc1
60: COc1cc2c(cc1NC(=O)CSc1nnc(-c3cccc(Cl)c3)n1-c1ccccc1)oc1ccccc12

Screen / compound no.	51	52	53	54	55	56	57	58	59	60
COUP-TFII inh	-10	0	-6	-7	-5	-1	-25	10	0	-16
SRC2 inh	-17	1	-40	-4	19	-27	-16	-4	-25	5

61: CCCCc1c(-c2ccccc2OC)ncn1Cc1ccccc1C
62: O=S1(=O)c2ccc(Br)cc2OC[C@H](Cc2ccccc2)N1Cc1cn(Cc2ccccc2)nn1
63: COc1ccc(S[C@]2(C(=O)N(C)C)CC(=O)N(C(=O)c3ccccc3)[C@@H]2c2ccc(OC)cc2)cc1
64: CC(C)c1cc(C(C)C)c(S(=O)(=O)N2CCCC(C(=O)NCc3cccs3)C2)c(C(C)C)c1 (centres undefined)
65: O=C(CSc1nnc(-c2ccccc2)n1-c1ccc(Cl)cc1)c1ccc(Cl)cc1
66: c1ccc(Cn2ccc3ccc(-c4ccc5ccn(Cc6cccc(-c7cccs7)c6)c5c4)cc32)cc1
67: COCc1cc(N2CCN(C(=O)OC(C)(C)C)C[C@@H]2C)ccc1N1C[C@@H](C)O[C@@H](C)C1
68: O=S1(=O)c2ccc(Br)cc2OC[C@H](Cc2ccccc2)N1Cc1cn(Cc2ccc(Cl)cc2)nn1
69: C=C(C)/C=C1/C(Cc2ccccc2)N(CC2CC2)C(=N)N1C(=O)OCc1ccccc1 (centres undefined)
70: COC(=O)[C@]12C[C@H](CC(=O)NCCC(C)C)C(=O)N(CCc3ccc(OC)c(OC)c3)C1=C[C@H](COCc1ccccc1)O[C@@H]2C

Screen / compound no.	61	62	63	64	65	66	67	68	69	70
COUP-TFII inh	12	-8	16	-6	-5	-6	19	0	10	4
SRC2 inh	6	-8	6	24	-7	14	2	21	-8	-34

71: CC(=O)C1C(=O)c2c(cccc2[N+](=O)[O-])C1=Nc1ccccc1C (centres undefined)
72: C[C@H](CO)N1C[C@H](C)[C@@H](CN(C)S(=O)(=O)c2ccc(F)cc2)Oc2ncc(Br)cc2C1=O
73: Cc1cc(N2CCN(CC(C)(C)O)C[C@@H]2C)ccc1N1CCN(CC(C)(C)O)[C@H](C)C1
74: CCN(CCC(=O)Nc1cc(OC)ccc1OC)Cc1ccccc1
75: O=C(Cc1cccs1)Nc1nnc(Cc2ccc(F)cc2)s1
76: O=C(NC1CCCCN(Cc2cccc(F)c2)C1=O)c1ccc(F)cc1 (centres undefined)
77: COc1ccc(Cn2ccc3ccc(-c4ccc5ccn(C(=O)c6ccc(C)cc6)c5c4)cc32)cc1
78: CCOC(=O)[C@@]12CN(C(=O)OC(C)(C)C)CC=C1N(Cc1ccc(OC)cc1)C(=O)[C@H]2CC(=O)N1CCCCC1
79: CCOC(=O)Cc1nc(N2CCN(C=O)CC2)c2c(C)c(C(=O)OCC)sc2n1

Screen / compound no.	71	72	73	74	75	76	77	78	79
COUP-TFII inh	2	-8	-2	7	3	-4	4	7	5
SRC2 inh	7	-12	2	27	16	-4	-16	10	2

# Compound activity deposited in PubChem by The Scripps Research Institute Molecular Screening Center.
